INS promoter inh: TRM-6 insulin promoter activity inhibition; actives 0.9% (n = 130,000); TRM-6 cells (human fetal islet line), insulin promoter-eGFP reporter, imaging; reporter expression induced with tamoxifen; inhibition, % at 2 µM;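 active = inhibition above the mean plus 3 SD, with well images judged a real hit on visual review, cut at about 60% in these data, passing the limit was not always enough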
sdo1 growth: restores growth of sdo1-depleted yeast. S. cerevisiae sdo1-depleted JHY4D growth rescue, OD600 30 h; stronger effect = higher value; pdr5 snq2 efflux-pump mutant strain. z-score at 10 µM. actives 0.21% (n = 140,000). AID 817;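 active = z-score above 3 at both the 24 hr and the 30 hr optical density reads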;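 also: z-score against mean and SD of all compound wells on the same plate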
sdo1 growth Rescue 24 h: recorded beside sdo1 growth, whose call it bears; z-score; S. cerevisiae sdo1-depleted JHY4D growth rescue, OD600; measured here: growth rescue at 24 h;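 0 is the plate mean of compound wells and units are plate SD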
Starred values were filed as active, the others as inactive; / = no result given; & = joins results of further samples.

SMILES | INS promoter inh | sdo1 growth | sdo1 growth Rescue 24 h
CCOC(=O)c1cnn(-c2nc(CC)nc3sc4c(c23)CCC4)c1N | 28.6 | 0.34 | 0.86
COc1ccc(N2CCN(C(CNS(C)(=O)=O)c3ccco3)CC2)cc1 (configuration not stated) | 2.9 | / | /
O=C(CN1CCN(Cc2ccc3c(c2)OCO3)CC1)N1CCc2[nH]c3ccccc3c2C1 | / | 1.31 | 1.59
COc1cc2[nH]c(=O)n(Cc3ccc(C(=O)NCCCN4CCN(C)CC4)cc3)c(=O)c2cc1OC | 34.5 | 0.39 | -0.05
COc1ccccc1CNC(=O)CCS(=O)(=O)c1cccc2nonc12 | -10.7 | 0.46 | 0.21
O=S(CC(O)COCc1ccc(Cl)cc1)c1ccccn1 (configuration not stated) | -150.0 | 1.4 | 1.61
CN(C)c1ccc(C(=O)OCc2ccc(Br)cc2)cc1 | -27.6 | -0.86 | -0.97
Cc1ccc(NC(=O)C(=O)c2c(-c3ccccc3)cc3ccccn23)cc1S(=O)(=O)N1CCOCC1 | -26.1 | -0.47 | -0.03
CN(C(=O)COC(=O)c1nc(-c2ccccc2)n(-c2ccccc2)n1)C1CCS(=O)(=O)C1 (configuration not stated) | 29.0 | -0.16 | -0.9
CCCn1c(=O)c(F)cn(Cc2ccc(OC)c([N+](=O)[O-])c2)c1=O | -3.3 | -0.01 | -0.66
Cc1c(NC(=O)CC2CC(C)OC2=O)c(=O)n(-c2ccccc2)n1C (configuration not stated) | 4.8 | / | /
O=C(CCCOc1ccccc1)Nc1ccccc1C(F)(F)F | -66.7 | -0.55 | -0.74
Cc1sc(NC(=O)c2ccco2)c(C(c2cccnc2)N2CCN(CCO)CC2)c1C (configuration not stated) | -5.9 | / | /
CCCCNC(=S)NNC(=O)c1csc(C)c1CC | -7.1 | -0.48 | -0.89
S=C(Nc1ccc(Nc2ccccc2)cc1)Nc1ccccn1 | 23.1 | / | /
O=C(NCc1ccco1)c1cccc(-c2nnc(-c3ccccc3)o2)c1 | 3.6 | -1.27 | -1.26
CCOC(=O)c1c(C)[nH]c(C(=O)N/N=C\c2ccccc2O)c1C | / | 0.72 | 0.38
COc1ccc(NC(=O)CC2COc3ccccc3O2)c(OC)c1 (configuration not stated) | 34.3 | -0.65 | -1.22
Cn1cc(C(=O)N2CCc3ccccc32)cn1 | 20.5 | 0.18 | 0.08
O=C(CSc1nccn1-c1ncc(C(F)(F)F)cc1Cl)c1ccc(Br)cc1 | 18.5 | -1.28 | -1
CC(C)COC(=O)C1C2C=CC3(CN(C(C)c4ccc(Br)cc4)C(=O)C13)O2 (configuration not stated) | / | -1.14 | -1.38
O=C(NCCN1CCN(c2ccccc2)CC1)c1cccn2c(=O)c3cc(Cl)ccc3nc12 | / | -0.41 | -0.5
COc1ccc(-c2nc(NC(=O)C3CC(=O)N(c4ccc5c(c4)OCCO5)C3)sc2C)cc1 (configuration not stated) | -3.2 | 0.05 | 0.18
CSCc1cc(N2CCOCC2)nc(SCc2ccc(Cl)c(Cl)c2)n1 | -55.9 | -0.2 | -0.18
Cc1cc(=O)oc2cc(OC(C)C(=O)O)c(Cl)cc12 (configuration not stated) | / | 0.67 | 1.75
CC(C)C(=O)Nc1ccc(C(=O)NNC(=O)CCc2ccccc2)cc1 | 13.3 | 0.2 | -0.65
O=C1C(Cl)=C(N2CCOCC2)C(=O)N1CCc1ccccc1 | -32.3 | -1.15 | -1.7
Cc1ccccc1N1CCN(c2ncnc3c2cnn3Cc2ccc(Cl)cc2)CC1 | -15.4 | -0.04 | 0.45
Cc1ccsc1/C=N/n1c(-c2ccco2)n[nH]c1=S | 20.7 | -1.47 | -1.05
CC(=O)c1cccc(N(C(=O)Cn2nnc3ccccc32)C(C(=O)NCC2CCCO2)c2ccc(N3CCOCC3)cc2)c1 (configuration not stated) | -35.7 | / | /
O=C(Cc1c(O)c2ccccc2[nH]c1=O)NCc1ccccc1 | -59.5 | 0.54 | 0.06
CC(=O)Nc1ccc(NC(=O)CSc2nnc3c4ccccc4n(C)c3n2)cc1 | -18.2 | / | /
COc1ccc(S(=O)(=O)CCC(=O)O)cc1 | -240.0 | 1.04 | 1.16
COc1ccc(Cn2nnnc2C(c2cccs2)N2CCCCCC2)cc1 (configuration not stated) | -5.3 | -1.3 | -1.01
CCN(CC(=O)NCc1ccc(F)cc1)Cc1nc2cc(Cl)ccc2c(=O)[nH]1 | -15.6 | 1.72 | 1.62
CN(C)c1ccc(N=c2sc3ccccc3n2C)cc1 | 13.0 | -1.19 | -0.68
Fc1cccc(F)c1/C=C/c1ccc2ccccc2n1 | -8.8 | 0.52 | 1.21
NS(=O)(=O)c1ccc(CNC(=O)NC2(c3ccccc3)CC2)cc1 | / | 1.14 | 1.39
Cc1ccc(N(CC(O)CN2CCOCC2)S(=O)(=O)c2ccc3ccccc3c2)cc1 (configuration not stated) | / | -0.29&-0.87 | 0.66&-0.76
CCc1nnc(NC(=O)C(=O)NCCOC(=O)c2ccccc2)s1 | 21.6 | -0.15 | -0.23
Cc1c(C)n(C(=O)CN2CCN(c3ccccc3)CC2)c2ccccc12 | -19.4 | -0.69 | 0.7
COc1cccc(C(=O)NC2CCN(C(=O)N3CCCCC3)CC2)c1 | 50.0 | 0.32 | -0.45
CC(=O)N(Cc1ccc(Br)cc1)c1cccc(C)c1C | 29.4 | / | /
O=C1/C(=C/c2cccnc2)CC/C1=C\c1cccnc1 | -60.0 | / | /
CCNC(=O)CC1C(=O)N(c2ccc(C)cc2)C(=O)N1CCc1ccc(OC)c(OC)c1 (configuration not stated) | 15.8 | 0.34 | 0.17
COc1ccc(N2CCN(C(=O)Cc3ccc(-n4c(=O)[nH]c5ccccc5c4=O)cc3)CC2)cc1 | 3.2 | 1.12 | 1.47
Cc1cc(C)c2c(=O)[nH]c(SCC(=O)NCc3ccccc3)nc2n1 | 17.9 | 0.43 | 0.08
CCN(CC)S(=O)(=O)c1cccc2cccnc12 | -49.3 | 0.03 | 0.05
CC(=O)Nc1ccc(NC2(C)C(=O)c3ccccc3C2=O)cc1 | 21.4 | 0.02 | 0.04
CCn1c(=NC(=O)CSC(C)=O)sc2cc(F)ccc21 | -79.3 | -0.73 | -0.73
O=S(=O)(NCCC(c1ccc(F)cc1)c1ccco1)c1ccccc1 (configuration not stated) | -41.2 | -1.28 | -0.88
O=C(OCCN1CCOCC1)c1cccs1 | -8.6 | 0.48 | 0.49
CC(C)CCN1C(=O)c2ccc(C(=O)NCc3ccco3)cc2C1=O | 18.8 | -1.37 | -0.6
COCCOC(=O)C1=C(C)NC(=O)NC1/C=C/c1ccccc1 (configuration not stated) | 50.0 | 0.63 | 0.06
CCOc1ccc2[nH]c(=S)[nH]c2c1 | 40.0 | 0.68 | -1.31
Cc1ccc(C(=O)NCC(=O)O)s1 | -10.5 | / | /
CCC(=O)Nc1cccc(NC(=S)NC(=O)c2ccc(Cl)cc2)c1 | / | -0.02 | 0.15
Clc1ccc(Cn2ncc3c(NCc4ccccc4)ncnc32)c(Cl)c1 | -5.6 | -0.17 | 0.53
Cc1cc(C(=O)NN)c2cc(Br)ccc2n1 | -87.0 | 0.32 | 0.01
CCNC(=O)n1cc(-n2cncn2)c(-c2ccccc2)n1 | -25.0 | / | /

Just sdo1 growth Rescue 24 h, for some of the entries so far:
SMILES	sdo1 growth Rescue 24 h
O=C(CN1CCN(Cc2ccc3c(c2)OCO3)CC1)N1CCc2[nH]c3ccccc3c2C1	1.59
COc1cc2[nH]c(=O)n(Cc3ccc(C(=O)NCCCN4CCN(C)CC4)cc3)c(=O)c2cc1OC	-0.05

Next section
SMILES | INS promoter inh | sdo1 growth | sdo1 growth Rescue 24 h
CCOC(=O)c1sc(NC(=O)c2cccs2)nc1C | 23.3 | -0.45 | -0.3
C(=C\c1ccccc1)/C=N/Nc1nc2ccccc2[nH]1 | / | -1.02 | -0.86
O=C(COC(=O)c1ccc(S(=O)(=O)Nc2ccccc2)cc1)NCCC1=CCCCC1 | / | 0.02 | -0.55
Cc1ccc(NC(=O)C2(S(=O)(=O)c3ccc(C)cc3)CC2)cc1 | -25.0 | -0.48 | -0.92
COc1ccc(C(=O)n2cnc(N)n2)cc1 | 18.2 | 1.19 | 0.69
CCOc1ccc(/C=C/C(=O)c2ccc(-c3ccccc3)cc2)cc1 | / | 0.27 | 0.78
c1ccc(CCn2nnnc2C(c2cccs2)N2CCN(Cc3ccc4c(c3)OCO4)CC2)cc1 (configuration not stated) | -60.6 | -0.6 | -0.82
COc1cc(/C=N/NC(=O)c2cnccn2)ccc1O | 63.0 | 1.75 | 2.25
N#Cc1ccc2ccn(CC(=O)NC3CCCCC3)c2c1 | 64.3 | -0.34 | -0.7
N#CC(C(=O)O)=C1CCCC1 | / | 0.26 | 0.61
N#Cc1c(NC(=O)COC(=O)C2CC3C=CC2C3)oc(-c2ccccc2)c1-c1ccccc1 (configuration not stated) | 46.7 | -0.37 | -0.69
CCSc1cnn(-c2ccccc2)c(=O)c1SCC | -8.3 | -0.02 | -0.38

Entries listed so far with bromine, in the order listed:
SMILES | INS promoter inh | sdo1 growth | sdo1 growth Rescue 24 h
CN(C)c1ccc(C(=O)OCc2ccc(Br)cc2)cc1 | -27.6 | -0.86 | -0.97
O=C(CSc1nccn1-c1ncc(C(F)(F)F)cc1Cl)c1ccc(Br)cc1 | 18.5 | -1.28 | -1
CC(C)COC(=O)C1C2C=CC3(CN(C(C)c4ccc(Br)cc4)C(=O)C13)O2 (configuration not stated) | / | -1.14 | -1.38
CC(=O)N(Cc1ccc(Br)cc1)c1cccc(C)c1C | 29.4 | / | /
Cc1cc(C(=O)NN)c2cc(Br)ccc2n1 | -87.0 | 0.32 | 0.01

Continued:
SMILES | INS promoter inh | sdo1 growth | sdo1 growth Rescue 24 h
CC(=O)OC(C(=O)NC1CCCCC1)c1ccc(Cl)cc1 (configuration not stated) | -29.6 | -0.5 | -1.54
O=C(Nc1ccccc1)C1C2/C=C\CCCCC21 (configuration not stated) | -11.8 | / | /
O=C(NCc1ccccc1)c1ccc(C(=O)N(C2CCCCC2)C2CCCCC2)cc1 | -48.4 | -2.03 | -1.44
Cc1ccc(NC(=S)Nc2ccc(Br)cc2)cc1 | -43.3 | 0.42 | 0.25
CC1=CC(C)(C)N2C(=O)C3(C(C#N)=C(N)OC4=C3C(=O)CC(C)(C)C4)c3cc(C)cc1c32 (configuration not stated) | 64.3 | 0.01 | 0.4
CC1(c2cccc3ccccc23)NC(=O)N(CC(=O)NC2CCS(=O)(=O)C2)C1=O (configuration not stated) | / | 0.22 | -0.19
FC(F)(F)C(F)(F)C(F)(F)c1nnc2ccc(N3CCOCC3)nn12 | -37.8 | 0.33 | 0.7
COc1ccc(C(=O)NNC2=Nc3cccc4cccc2c34)cc1 | -40.0 | / | /
COC(=O)CNC(c1ccccc1)c1cc(Br)ccc1NC(=O)OCc1ccccc1 (configuration not stated) | -25.0 | -1.06 | -0.79
Nc1cc(C(=O)O)ccc1N1CCCCCC1 | -50.0 | 0.35 | -0.32
COc1ccc(NC(=O)c2ccc3c(c2)NC(=O)CS3)cc1S(=O)(=O)Nc1ccc(Br)cc1 | -15.0 | / | /
COc1ccc(NC(=S)N(CCN2CCOCC2)C2CCN(C(C)=O)CC2)cc1Cl | -64.7 | / | /
COc1ccccc1OCC(=O)NCCSCc1ccccc1Cl | 20.0 | -1.17 | -1.73
Brc1ccc2nc(CSc3ncn[nH]3)cn2c1 | -22.6 | 0.59 | 0.81
CCOC(=O)C1CCN(C(=O)COC(=O)CCOc2ccc(C)cc2)CC1 | -45.2 | 0.86 | 0.62
O=C(CSc1nnc(-c2ccccc2)n1-c1ccccc1)NCc1ccco1 | -28.6 | -0.44 | -0.28
O=C(/C(=C/c1ccc(Cl)cc1)c1nc2ccccc2[nH]1)c1ccccc1 | / | -2.06 | -0.65
Cc1nc(N=C(N)N)nc2ccccc12 | 23.1 | / | /
O=C(COc1ccccc1Cl)Nc1cc(Cl)ccc1Oc1ccccc1 | -6.5 | -0.56 | 1.15
CCc1ccccc1NC(=O)c1cccc(N2C(=O)C3C4CCC(C4)C3C2=O)c1 (configuration not stated) | -25.0 | 2.1 | 1.75
O=C(Oc1ccccc1-c1csnn1)c1cccs1 | 23.1 | / | /
O=C(O)c1ccc(COc2ccc3ccccc3c2/C=C2/NC(=O)N(c3ccccc3)C2=O)cc1 | 11.4 | 1.85 | 2.21
CN1CC2(C(=O)c3ccccc3)CN(C)CC(C(=O)c3ccccc3)(C1)C2 | -100.0 | -0.49 | -0.6
O=C(CCCOc1ccccc1)N1CCCc2ccccc21 | -3.6 | 0.56 | 0.97
O=C(Nc1ccc2c(c1)Cc1ccccc1-2)c1ccc(Br)o1 | -76.7 | -1.82 | -0.92
O=C(CNS(=O)(=O)c1cccc2nsnc12)NC1CCCCC1 | / | 0.12 | -0.67
O=C(CC1C(=O)NCCN1Cc1ccc(F)c(F)c1)NCCn1cccn1 (configuration not stated) | -50.0 | / | /
Cc1cc2c(c(=O)n1CCN(C)C)C(c1ccc(Br)cc1)C(C#N)=C(N)O2 (configuration not stated) | 16.7 | 0.84 | 0.35
O=C(CCN1CCc2ccccc21)c1ccc2c(c1)OCCO2 | 25.0 | -0.23 | 0.03
O=C1c2ccccc2C(=O)N1CCCc1c[nH]c2ccc(Cl)cc12 | -105.9 | -1.06 | -0.41

An excerpt from above in order of heavy-atom count, ascending:
SMILES | INS promoter inh | sdo1 growth | sdo1 growth Rescue 24 h
O=C(Oc1ccccc1-c1csnn1)c1cccs1 | 23.1 | / | /
O=C(CCCOc1ccccc1)N1CCCc2ccccc21 | -3.6 | 0.56 | 0.97
COc1cccc(C(=O)NC2CCN(C(=O)N3CCCCC3)CC2)c1 | 50.0 | 0.32 | -0.45
O=C(NCc1ccco1)c1cccc(-c2nnc(-c3ccccc3)o2)c1 | 3.6 | -1.27 | -1.26
Cc1ccccc1N1CCN(c2ncnc3c2cnn3Cc2ccc(Cl)cc2)CC1 | -15.4 | -0.04 | 0.45
